# RMI FANCM FP – blocks RMI1/RMI2 complex binding to FANCM MM2 peptide; Fluorescence polarization, RMI core complex with F-MM2 peptide; active compounds read low; FP signal (polarization) at 33 µM; 0.58% of 70,000 active; in the data active means FP signal below about 40; further: inactives centre near 61; strong numbers were not always called active; unit not given here
# Starred values were filed as active, the others as inactive; & = joins results of further samples. A portion of the library, so the mix of outcomes need not match the whole.
mol	RMI FANCM FP
COc1cccc(C(=O)NCCOc2ccc3nnc(-c4ccccc4Cl)n3n2)c1	71
CC(=O)N=c1sc2cc(Br)ccc2n1C	58
CCOC(=O)CCCc1c(-c2ccccn2)[nH]c2ccc(Cl)cc12	60
CCN1CCc2c(sc(NC(=O)c3ccn(C)n3)c2-c2nc3ccccc3s2)C1	125
CCSc1nnc(NC(=O)CSc2ccc(Cl)cc2)s1	62
CC(=O)Nc1ccc(S(=O)(=O)NCCSCc2ccco2)cc1	60
COc1cccc(C(=O)NCCn2ncc3c(=O)n(Cc4ccccc4C)cnc32)c1OC	67
CC(=O)c1cc(C)ccc1OC(=O)c1ccc(Br)cc1	59
COc1ccc(-c2cc(=O)n(CC(=O)NCc3ccccc3)cn2)cc1	62
O=C(O)c1nccnc1C(=O)N1CCc2ccccc2C1	45
CC(=O)Nc1ccc(C(=O)/C=C/c2ccc(-c3ccccc3[N+](=O)[O-])o2)cc1	66
O=C(CN1CCC(C(=O)Nc2ccc3c(c2)OCCO3)CC1)Nc1ccc(F)cc1	52
COc1ccc(CCNC(=O)Cn2c(-n3nc(C)cc3C)nc(C)c(C)c2=O)cc1OC	56
O=C(NCCc1ccccc1)c1ccc(CNS(=O)(=O)c2cccc(Cl)c2)cc1	75
O=C(O)CCN1C(=O)/C(=C/c2ccccc2[N+](=O)[O-])SC1=S	53
O/N=C\c1ccc(C#Cc2ccccc2)cc1	55&56
N#Cc1c(N2C(=O)c3ccc(C(=O)O)cc3C2=O)sc2c1CCCC2	58
O=c1c2cnn(CCO)c2ncn1Cc1ccc(Cl)c(Cl)c1	50
O=C(Cn1c2ccccc2c2ncn(Cc3ccccc3Cl)c(=O)c21)NCCC1=CCCCC1	70
Cc1ccc(-n2c(C)nc3ccc(NC(=O)c4ccccc4[N+](=O)[O-])cc3c2=O)cc1	61
CC1Cc2ccccc2N1C(=O)COc1c(F)c(F)c(F)c(F)c1F (configuration not stated)	62
COc1ccccc1-c1ccc(N2CCN(S(=O)(=O)/C=C\c3ccccc3)CC2)nn1	79
CC(=O)N/C(=C\c1ccc(OC(C)C)cc1)C(=O)O	66
COC(=O)c1cccc(CO/N=C(/C)c2ccc(Cl)c(Cl)c2)c1	56
O=C(Nc1cccc(Cl)c1Cl)c1c(F)cccc1F	53
CN(C)C(CNC(=O)C(=O)Nc1cccc([N+](=O)[O-])c1)c1cccc2ccccc12 (configuration not stated)	53
COc1ccccc1OCC(=O)O	60
O=C1CC(c2nc(-c3ccccc3Cl)no2)CN1c1ccc2c(c1)OCO2 (configuration not stated)	60
Cn1cc(S(=O)(=O)Oc2ccc(F)cc2F)c(=O)n(C)c1=O	57
O=C(CSc1nc2c(cnn2-c2cccc(Cl)c2)c(=O)[nH]1)N1CCCC1	66

# Of the compounds above, these have a furan ring, fused or not:
mol	RMI FANCM FP
CC(=O)Nc1ccc(S(=O)(=O)NCCSCc2ccco2)cc1	60
CC(=O)Nc1ccc(C(=O)/C=C/c2ccc(-c3ccccc3[N+](=O)[O-])o2)cc1	66

# (more compounds)
mol	RMI FANCM FP
CC[C@]1(O)CC2CN(CCc3c([nH]c4ccccc34)[C@@](C(=O)OC)(c3cc4c(cc3OC)N(C=O)[C@H]3[C@@](O)(C(=O)OC)[C@H](OC(C)=O)[C@]5(CC)C=CCN6CC[C@]43[C@@H]65)C2)C1 (some centres not stated)	66
O=C(OCc1nc2ccccc2s1)c1ccc([N+](=O)[O-])s1	61
Cc1c(Cc2ccc3c(c2)OCO3)sc(NC(=O)c2ccc(C(=O)c3ccccc3)cc2)c1C(N)=O	60
CC1CCc2nc(/C(C#N)=C\c3ccccc3)sc2C1 (configuration not stated)	66
Cc1cc(C)c([N+](=O)[O-])c(S(=O)(=O)c2ccccc2)c1	60
Cc1cc(-c2nnc(NC(=O)c3cc(C)on3)o2)n(C)n1	70
Cc1ccc(CNC(=O)c2sc(=S)n(-c3ccc(C)cc3)c2N)cc1	63
CC1CCN(S(=O)(=O)c2ccc(Oc3ccc(S(=O)(=O)N4CCC(C)CC4)cc3)cc2)CC1	62
COc1ccc(CCN(C)CCCC(C#N)(c2cc(OC)c(OC)c(OC)c2)C(C)C)cc1OC (configuration not stated)	55
C#CC(C)(CC)OCC(O)CN1CCCC1 (configuration not stated)	60
O=C(COc1ccc(Cl)cc1)NCCOc1cccc(C(F)(F)F)c1	61
CS(=O)(=O)c1ccc(-c2ccc(NC(=O)Cc3cccs3)cc2)nn1	43
Nc1ccc(-c2nnc(Nc3ccccc3C(F)(F)F)s2)cc1	52
Cc1nc(C)c(C(=O)Nc2ccc3nc(C)n(-c4ccccc4)c(=O)c3c2)s1	65
Cc1cc(C)c2sc(N(Cc3ccccn3)C(=O)Cc3ccc(S(C)(=O)=O)cc3)nc2c1	66
CCCN1CCCc2cc(CCNC(=O)C(=O)NC3CC3)ccc21	62
CC(=O)N1CCN(c2ccnc3c2c(=O)n(CC(=O)N2CCCCCC2)c(=O)n3C)CC1	64
COc1cc(CSCc2csc(NC(=O)c3ccco3)n2)cc(OC)c1	59
CN=c1scc(-c2ccc(Cl)cc2)n1C	65
Cc1ccc(C)c(-c2nnc(NC(=O)c3ccc(S(=O)(=O)N4CCCCC4C)cc3)o2)c1 (configuration not stated)	61
COc1ccccc1CNC(=O)CSc1nc2c(-c3ccccc3)c[nH]c2c(=O)n1C1CC1	83
O=c1[nH]c(-c2ccc(F)cc2)nc2ccccc12	57
Cc1onc(-c2c(Cl)cccc2Cl)c1C(=O)O/N=C1\SC(=S)N(C)NC1c1ccccc1 (configuration not stated)	57
S=C(c1cccc(Br)c1)N1CCOCC1	55
COC(=O)c1cnc(N2CCCN(C(=O)c3cc(C(C)(C)C)nn3C)CC2)nc1C(F)(F)F	54
CCOC(=O)CC(=O)CSc1ncnc2c1nnn2-c1ccc(OC)cc1	63
O=C(Nc1nnc(-c2cc3ccccc3o2)o1)c1ccc2ncsc2c1	55
O=C(c1cccs1)N1CCCC(c2nnc(Cc3ccc(F)cc3)o2)C1 (configuration not stated)	61
CC1CCc2nc(NC(=O)c3ccc(S(=O)(=O)N4CCCCC4)cc3)sc2C1 (configuration not stated)	72&55
O=C1CC2(CCCC2)C(=O)N1CCNc1ncccc1C(F)(F)F	59

# Part of the list above in order of count of non-hydrogen atoms, largest number first:
mol	RMI FANCM FP
COc1ccc(CCN(C)CCCC(C#N)(c2cc(OC)c(OC)c(OC)c2)C(C)C)cc1OC (configuration not stated)	55
O=C1CC2(CCCC2)C(=O)N1CCNc1ncccc1C(F)(F)F	59
C#CC(C)(CC)OCC(O)CN1CCCC1 (configuration not stated)	60

# The results go on.
mol	RMI FANCM FP
COc1ccc(NC(=O)C2CCCN2C(=O)OC(C)(C)C)cc1 (configuration not stated)	56
S=C(c1ccccc1)N1CCN(Cc2ccccc2)CC1	58&58
COc1ccc(N2CCN(S(=O)(=O)c3cc4c5c(c3)C(C)C(=O)N5CCC4)CC2)cc1 (configuration not stated)	52
Cc1nc2ccc(NC(=O)CCSc3ccccc3)cc2c(=O)n1-c1ccc(F)cc1	63
COc1ccc(CC(=O)Nc2cc(C)nn2C(C)C)cc1C	69
C=CCN1C(=O)C(C)(C)COc2cc(NS(=O)(=O)c3ccc(F)c(C)c3)ccc21	63
CN1C(=O)C(C)(C)COc2ccc(NC(=O)CCC3CCCC3)cc21	69
CCOC(=O)Nc1nc(CC(=O)Nc2ccc(OCC)cc2)cs1	75
CN=C(C)C(C(=O)OC)=C(O)c1snnc1C	54
CCN(c1ccccc1)S(=O)(=O)c1ccc(C(=O)N(CCCN(C)C)c2nc3cc4c(cc3s2)OCO4)cc1	135
O=C(NCCn1nc(-c2cccs2)ccc1=O)c1c(F)cccc1F	54
CCc1nnc(-c2ccc(NC(=O)COC)cc2)o1	64
CC(=O)NNc1nc(C)cc(=O)[nH]1	63
COc1cccc(C(CNC(=O)C(=O)NCc2ccc(Cl)cc2)N2CCOCC2)c1 (configuration not stated)	54
Cc1ccc(N2C(=O)N(c3cccc(C(F)(F)F)c3)C3CS(=O)(=O)CC32)cc1Cl (configuration not stated)	81
Cc1ccc(NC(=O)C(=O)NCCC(c2ccccc2)c2ccccc2)cc1Cl	54
Cc1ccc(-n2cc(-c3cccs3)nc2SCc2n[nH]c(=S)n2Cc2ccccc2)cc1	55
Cc1cc(NC(=O)CN2C(=O)CC(C)Sc3ccccc32)no1 (configuration not stated)	59
S=C(NCc1csc2ccccc12)c1ccccc1	60
O=C(CN1CCN(C(=O)N2CCOCC2)CC1)Nc1cc(Cl)ccc1Cl	57
CCSc1cccc(C(=O)Nc2ccc(OC)cc2[N+](=O)[O-])c1	66
COc1ccccc1C(=O)NCc1ccc2[nH]c3c(c2c1)CCCC3	54
O=S(=O)(CCc1ccccc1)NCC1(c2cccs2)CCCC1	68
O=C(CSc1ccc(NC(=O)c2cccc(F)c2)nn1)NCC1CCCO1 (configuration not stated)	62
Cc1ccc(NC(=O)COc2coc(CN3CCCc4ccccc43)cc2=O)cc1Cl	80
C/C(=N\N=C1/NC(=O)C(Cc2cccc(C(F)(F)F)c2)S1)c1ccc(C)cc1 (configuration not stated)	57
Cc1[nH]c2ccccc2c1C(c1ccco1)c1c(C)[nH]c2ccccc12	135
Cc1c(Cl)ccc2sc(NC(=O)C3CCCN(S(C)(=O)=O)C3)nc12 (configuration not stated)	70
C(=C\c1cccc(/C=C/c2ccccc2)n1)/c1ccccc1	63
O=C(CSc1nnc(CNC(=O)c2cccc(C(F)(F)F)c2)o1)NCC1CCCO1 (configuration not stated)	57
C=CCN1C(=O)C(C)(C)COc2cc(NC(=O)c3ccc(C(C)(C)C)cc3)ccc21	65
Cc1cc(C(=O)Nc2nc3c(s2)CN(C)CC3)on1	71
CSc1sc(-c2ccccc2)c2[n+]1CC(=O)N2	64
Cc1c(NC(C)C)c(=O)n(-c2ccccc2)n1C	58&58
CCc1cnc2c(c1SCc1cccc([N+](=O)[O-])c1)c(=O)n(C)c(=O)n2C	53
COc1ccc(OC)c2sc(NC(=O)c3cc(C)on3)nc12	55
COCCN1CCC(CNS(=O)(=O)c2cc(F)ccc2F)CC1	70
CCc1nnsc1C(=O)Nc1ccc(S(=O)(=O)N(C)c2ccccc2)cc1	53
COc1cccc(C(=O)NCCS(=O)(=O)N2CCN(C(=O)c3ccco3)CC2)c1	57
COc1ccccc1CNc1c(C#N)cnc2ccc(Cl)cc12	65
COCCNC(=O)c1ccc(CNS(=O)(=O)c2cc(C)ccc2C)cc1	75
CCc1cccc2sc(NC(=O)c3ccc(S(=O)(=O)N4CCOCC4)cc3)nc12	66
O=C(CN1CCCC(c2nc3ccccc3[nH]2)C1)Nc1ccccc1F (configuration not stated)	55
c1nc(Nc2ccc3c(c2)OCCO3)c2c3c(sc2n1)CCC3	74
O=C(CCc1ccccc1)NCC(c1ccsc1)N1CCOCC1 (configuration not stated)	74
O=C1c2ccccc2C(=O)c2c1oc1c3c(ccc21)OCN(Cc1cccnc1)C3	50
COc1cccc(C(=O)NNC(=O)c2ccc(=O)n(Cc3ccccc3)c2)c1OC	62
COc1cccc(NC(=S)NNC(=S)NC2CC3CCC2C3)c1 (configuration not stated)	48
COC(=O)C[C@H]1C(C)(C)C(OC(C)=O)[C@]2(O)C=C3C4CC(=O)O[C@@H](c5ccoc5)[C@]4(C)CCC3[C@@]1(C)C2=O (some centres not stated)	59
N#Cc1c(Cl)cccc1Oc1ccc(S(=O)(=O)N2CCN(c3ccccn3)CC2)cc1	55
COc1ccc(-c2cc(-c3cccs3)nc(SCC(=O)Nc3ccccc3F)c2C#N)cc1OC	80
CCC(=O)N1CCc2ccc(NC(=O)c3ccc(OC)c(OC)c3OC)cc2C1	66
Cc1cc(C)c2nc(NNC(=O)c3cc(=O)c4ccccc4o3)sc2c1	63
N#Cc1sc(=S)n(-c2ccccc2)c1N	64
O=S(=O)(NCCOc1ccc2nnc(-c3ccccc3)n2n1)c1ccccc1Cl	70
CCOC(=O)CNC(=O)c1cccnc1SC	57
CC(=O)c1cc(Cl)c(C)cc1O	59
CSc1nnc(-c2ccccc2NC(=O)c2ccc(Cl)c(S(=O)(=O)N3CCOCC3)c2)o1	72
CCOc1ccc(-c2noc(CS(=O)(=O)c3cc(C)c(C)cc3C)n2)cc1	98
Cc1[nH]nc2c1C1(C(=O)Nc3ccccc31)C(C#N)=C(N)O2 (configuration not stated)	62

# Reformatted as labelled records: four of the compounds above.
O=C(CN1CCCC(c2nc3ccccc3[nH]2)C1)Nc1ccccc1F (configuration not stated)
  RMI FANCM FP = 55

c1nc(Nc2ccc3c(c2)OCCO3)c2c3c(sc2n1)CCC3
  RMI FANCM FP = 74

O=C(CCc1ccccc1)NCC(c1ccsc1)N1CCOCC1 (configuration not stated)
  RMI FANCM FP = 74

O=C1c2ccccc2C(=O)c2c1oc1c3c(ccc21)OCN(Cc1cccnc1)C3
  RMI FANCM FP = 50

# Following part:
mol	RMI FANCM FP
O=C(CSc1nnc(CNC(=O)c2ccccc2C(F)(F)F)n1-c1ccc([N+](=O)[O-])cc1)Nc1nccs1	61
COC(=O)c1ccc(NC(=O)CSc2nc(=O)n3ccc(C)cc3n2)cc1	53
CCc1ccc(CNC(=O)c2cc(-c3sc(C)nc3C)[nH]n2)cc1	60
O=C(O)CCCCN1C(=O)CSC1=S	63
CSc1ccc(C(=O)NC(=O)Nc2cccc(C(F)(F)F)c2)s1	43
CN1C(/C=C/c2ccccc2Cl)=Nc2cccc3cccc1c23	47
Cn1c(SCC(=O)c2ccc3c(c2)OCCCO3)nnc1-c1ccc2ccccc2c1	81
O=C(Nc1ccc2c(c1)OCO2)C1CCCN(c2ccc(-c3ccc(F)cc3)nn2)C1 (configuration not stated)	76

# Assay outcomes deposited in PubChem BioAssay by Small Molecule Screening Facility, UW Madison.
